APJ antag = blocks the human apelin receptor APJ. P35414. CHO-K1 APJ beta-arrestin complementation, luminescence. inhibition, % at 20 µM. hit rate 0.32% among 330,000. AID 2521;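 active = inhibition above about 40% at 20 µM, limit read from the data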;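 also: cells challenged with 10 nM apelin-13 agonist together with compound; plate controls were apelin-13 plus DMSO wells for no effect and DMSO wells lacking apelin-13 for full effect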
Mdm2 MdmX PPI = human Mdm2/MdmX binding inhibition; O15151+Q00987; AID 485346; inhibition, % at 8 µM; hit rate 3% among 330,000; SaOS-2 split-luciferase Mdm2/MdmX complementation, luminescence;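 active = inhibition of at least 50% at 8 µM in the primary screen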
Target sequence (O15151 whole entry, looked up): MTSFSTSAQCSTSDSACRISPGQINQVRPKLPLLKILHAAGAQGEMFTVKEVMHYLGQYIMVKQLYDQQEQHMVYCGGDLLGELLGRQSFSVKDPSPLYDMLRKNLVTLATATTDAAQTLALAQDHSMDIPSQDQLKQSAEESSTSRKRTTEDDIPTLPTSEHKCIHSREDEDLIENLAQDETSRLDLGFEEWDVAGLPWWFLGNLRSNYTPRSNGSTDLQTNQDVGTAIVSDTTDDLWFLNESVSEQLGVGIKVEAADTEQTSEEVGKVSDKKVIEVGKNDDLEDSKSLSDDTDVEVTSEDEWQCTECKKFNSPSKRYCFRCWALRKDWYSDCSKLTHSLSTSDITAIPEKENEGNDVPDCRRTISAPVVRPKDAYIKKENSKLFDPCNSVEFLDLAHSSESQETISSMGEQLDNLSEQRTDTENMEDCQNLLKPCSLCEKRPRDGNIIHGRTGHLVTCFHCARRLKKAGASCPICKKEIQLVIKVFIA
Target sequence (Q00987 whole entry, looked up): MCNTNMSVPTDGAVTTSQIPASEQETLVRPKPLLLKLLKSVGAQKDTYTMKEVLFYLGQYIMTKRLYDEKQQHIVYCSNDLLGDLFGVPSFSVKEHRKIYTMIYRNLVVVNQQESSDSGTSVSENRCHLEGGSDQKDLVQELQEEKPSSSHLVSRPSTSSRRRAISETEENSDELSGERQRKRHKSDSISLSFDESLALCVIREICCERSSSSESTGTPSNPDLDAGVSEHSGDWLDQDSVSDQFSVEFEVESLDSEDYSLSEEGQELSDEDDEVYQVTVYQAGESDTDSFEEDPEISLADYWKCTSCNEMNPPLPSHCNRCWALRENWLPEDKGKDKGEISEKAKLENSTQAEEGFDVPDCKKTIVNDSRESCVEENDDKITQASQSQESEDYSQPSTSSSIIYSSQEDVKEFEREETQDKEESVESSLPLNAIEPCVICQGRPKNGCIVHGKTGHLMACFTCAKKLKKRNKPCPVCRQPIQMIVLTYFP
UPR XBP1 act = activators of adaptive arm of unfolded protein response (XBP1); CHO-XBP1 luciferase reporter, IRE1-XBP1 UPR activation, luminescence; percent of tunicamycin response, DMSO as zero; AID 463104; activation, % at 20 µM; hit rate 0.33% among 330,000;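 active = versus positive control, 20 µM dose yields 30% or more activation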;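 also: 100% = tunicamycin at 10 µg/mL and 0% = DMSO only wells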
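Assay system: IRE1-XBP1 luciferase reporter CHO line. Input: 1000 cells/well. Buffer or medium: F12 with 10% serum. Doses: 20 µM, 1% DMSO. Times: overnight seeding at 37 °C, 6 h compound treatment at 37 °C. Technique: Steady-Glo luciferase glow luminescence, 10 min after reagent addition.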
697 NFkB inh = inhibitors of the PMA/ionomycin-induced NF-kB reporter in 697 B cells; inhibition, % at 4 µM; hit rate 0.33% among 330,000; 697 B-cell NF-kB luciferase reporter, 16 h; in the data active = inhibition above about 35%
APJ agonist = activates the human apelin receptor APJ | CHO-K1 APJ PathHunter beta-arrestin, luminescence; 0% DMSO wells, 100% apelin | activation, % at 20 µM | P35414 | AID 2520 | hit rate 0.11% among 330,000;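 active = activation more than six SD over the plate average, tested at 20 µM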;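 also: 0% = DMSO alone and 100% = apelin-13 at 10 nM; some results filed as inactive read as strong as hits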
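system = engineered CHO-K1 APJ arrestin reporter cells | input = 1000 cells per well | timing = overnight seeding, 90 min compound at 25 °C, 1 h detection | measured by = enzyme-fragment complementation luminescence | read-out = beta-arrestin recruitment to APJ as agonist activity, luminescent signal | control set = negative DMSO alone, positive Apelin-13 at 10 nM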
Jurkat NFkB inh = lowers PMA/ionomycin-induced NF-kB signal in Jurkat cells; PMA/ionomycin-induced NF-kB luciferase reporter, luminescence; inhibition, % at 4 µM; hit rate 0.53% among 330,000; in the data active = inhibition above about 50%
tim23-1 inh = growth inhibitors of tim23-1 mutant yeast | inhibition, % at 20 µM | S. cerevisiae tim23-1 growth, BacTiter-Glo luminescence, 24 h | hit rate 1.3% among 330,000 | AID 463212;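 active = growth inhibition of the mutant yeast at or above 50%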;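 also: temperature-sensitive mutant grown at 25 °C; plate controls were DMSO-treated mutant yeast for no effect and medium wells lacking yeast for full effect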
CHOP UPR activ = apoptotic UPR (CHOP) activation | CHO-CHOP luciferase reporter, luminescence; percent of tunicamycin response over DMSO baseline | AID 449763 | hit rate 0.34% among 330,000 | activation, % at 10 µM;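 active = at 10 µM dose, activation of 40% or more, normalized to positive control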;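 also: 100% = tunicamycin at 10 µg/mL and 0% = DMSO alone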
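measured by = luciferase luminescence | assay system = CHO-CHOP cells, stable luciferase reporter of PERK-eIF2a-CHOP signalling | amount = 500 reporter cells seeded per well | timing = 6 h compound exposure at 37 °C after overnight seeding | controls = positive tunicamycin 10 µg/mL, negative DMSO alone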
* marks the source's active call; other numbers are inactive results; / = no result given.

SMILES	APJ antag	Mdm2 MdmX PPI	UPR XBP1 act	697 NFkB inh	APJ agonist	Jurkat NFkB inh	tim23-1 inh	CHOP UPR activ
CC(=O)c1ccc(NC(=O)CC(C)S(=O)(=O)c2ccc3c(c2)CCN3C(C)=O)cc1 (configuration not stated)	-2	-9	-3	-16	3	-3	3	0.1
CC(=O)Nc1ccc(NC(=O)C2CC(=O)N(c3ccc(Cl)cc3)C2)cc1 (configuration not stated)	-1	29	0	3	-6	8	4	-1.6
CCNC(=O)/C(C#N)=C/c1c(N2CCN(C)CC2)nc2c(C)cccn2c1=O	19	-3	0	17	-2	17	2	1.3
Cc1onc(-c2ccc(Cl)cc2)c1-c1ccnn1S(=O)(=O)c1cccc(C(F)(F)F)c1	5	28	-3	-11	-3	6	11	-2.2
COC(=O)[C@]1(C)N[C@H](c2ccc(-c3cccc(Cl)c3)c(OC)c2)[C@@H]2C(=O)N(C)C(=O)[C@@H]21	17	-13	-2	7	-1	7	31	0.5
CCOc1nsc(OCC)n1	-6	-3	-2	0	2	-16	7	-0.5
Cc1c(/C=N/O)sc2ccccc12	-2	5	1	-13	2	-12	-4	2.4
C=CCn1c(SCC(=O)Nc2ncc(Cc3ccc(C)c(Cl)c3)s2)nnc1-c1ccncc1	-12	-5	2	-12	/	2	-30	-1.5
CC(=O)Nc1ccc(NC(=O)COc2ccc(Cl)cc2Cl)cc1	-30	13	4	9	0	-12	18	-0.8
O=C(CCCCC(=O)NCCc1ccccc1)NCCc1ccccc1	8	24	-2	-4	-3	-12	1	0.5
COCCCNCC(O)COc1ccccc1F (configuration not stated)	6	3	-1	20	-1	-11	5	-0.4
Cc1ccc(-c2cc(C(F)(F)F)n3nc(C(=O)NCCCn4ccnc4)cc3n2)cc1C	9	19	3	-21	3	2	21	0.6
O=C(c1ccc(NS(=O)(=O)c2cccc(F)c2)cc1)N1CCCC1	-1	22	-5	18	-1	4	-15	-0.5
Cc1ccc(N(Cc2cc3ccccc3[nH]c2=O)C(=O)c2cccs2)cc1C	-16	23	0	-6	-4	-9	32	0.1
CC(C)(C)C(=O)Nc1nc2c(c(=O)[nH]1)CCCC2	13	7	-2	14	-2	12	2	1.1
COc1ccc(C)cc1NC(=O)CN1C(=O)c2cccc3cccc1c23	3	10	-2	-11	-5	-8	-9	-0.7
CC(NC(=O)CSc1nc(C2CC2)n(-c2ccccc2)n1)c1ccco1 (configuration not stated)	15	27	-3	-1	-2	-10	16	-1.1
CCOC(=O)C1=CN(Cc2ccco2)S(=O)(=O)NC1c1ccc(Br)cc1F (configuration not stated)	/	-11	0	5	/	/	45	1.3
Cc1onc(-c2ccccc2)c1C(=O)Nc1ccc(S(=O)(=O)N2CCOCC2)cc1	-9	15	-2	1	-3	-7	14	-2.5
N#C/C(=C\c1cccc(NC(=O)c2ccccc2Cl)c1)C(=O)NCCc1ccccc1	-35	32	3	-65	1	16	60*	1.2

Structures listed so far containing an NH in an aromatic ring (two):
SMILES	APJ antag	Mdm2 MdmX PPI	UPR XBP1 act	697 NFkB inh	APJ agonist	Jurkat NFkB inh	tim23-1 inh	CHOP UPR activ
Cc1ccc(N(Cc2cc3ccccc3[nH]c2=O)C(=O)c2cccs2)cc1C	-16	23	0	-6	-4	-9	32	0.1
CC(C)(C)C(=O)Nc1nc2c(c(=O)[nH]1)CCCC2	13	7	-2	14	-2	12	2	1.1

The listing continues:
SMILES	APJ antag	Mdm2 MdmX PPI	UPR XBP1 act	697 NFkB inh	APJ agonist	Jurkat NFkB inh	tim23-1 inh	CHOP UPR activ
O=C(Nc1ccccn1)NC12CC3CC(CC(C3)C1)C2	4	12	-2	-12	-1	-22	38	1.8
Cc1ccc(-c2nnc(Sc3nc4ccccc4o3)c3ccccc23)cc1	13	53*	0	3	-2	-24	49	5.0
CCn1nc(C(=O)N[C@@H](CCSC)c2nc3ccccc3[nH]2)c2ccccc2c1=O	28	23	1	4	-3	-13	3	-0.6
COC1CCCN(C(=O)c2ccc3oc(Cc4ccc(Cl)cc4)nc3c2)C1 (configuration not stated)	15	-1	-2	-7	-1	3	18	2.4
CC(C)Oc1ccc(C(=O)Nc2c3c(nn2-c2ccccc2)CS(=O)(=O)C3)cc1	-5	14	-4	-2	-6	7	13	-0.9
Fc1ccc(CNc2cnccn2)cc1	-4	0	0	6	-3	-26	25	0.5
C/C(=N\NC(=S)NC1CCCCC1)c1ccc(O)cc1	18	-3	-1	-44	-3	-22	40	2.5
CCOC(=O)N1CCC(NC(=O)CS(=O)Cc2nc(-c3ccc(Cl)cc3)oc2C)CC1 (configuration not stated)	9	29	-9	6	-5	13	12	-1.2
O=C(N/N=C\c1cccnc1)C1c2ccccc2Oc2ccccc21	0	-4	0	-3	-2	7	11	-0.2
O=C(CNC(=O)[C@@H]1Cc2ccccc2CN1)NC1CCCC1	21	5	-3	8	-4	2	-10	1.6
CC(C)(C)C1CCC(=NNc2ccc(S(N)(=O)=O)cc2[N+](=O)[O-])CC1 (configuration not stated)	7	-7	0	4	-3	1	33	2.6
S=C(NCc1ccc(Cl)cc1)NC1CCCCC1	-11	-2	2	12	1	8	30	2.5
CC1=CC(C)(C)N(C(=O)CN2C(=O)c3ccccc3C2=O)c2ccccc21	18	17	-5	10	-4	4	60*	-1.8
C/C(Cl)=C\CSc1nnc2n(N)c(=O)c3ccccc3n12	-13	22	1	26	2	-4	4	1.7
Brc1ccc2c(c1)C(c1cccnc1)=NNC(c1cccs1)=N2	6	15	-2	6	-1	8	11	-0.3
COCCN(CCOc1cc(C)cc(C)c1)Cc1ccc(Cl)cc1	10	17	-1	-1	-4	-18	8	-0.7
CCN(CC)C(=O)c1sc2[nH]c(=S)n(-c3ccccc3)c(=O)c2c1C	14	-12	-2	-6	0	-17	-11	1.4
Cc1cc2c(c(C)c1CCO)C(=O)[C@H](C)C2	-4	26	2	9	-5	2	9	1.6
Cc1ccc(S(=O)(=O)N2CCC(C(=O)N3CCC[C@H]3C(=O)NC3CCS(=O)(=O)C3)CC2)cc1 (some centres not stated)	11	-11	0	9	0	10	-9	0.2
O=C(COC(=O)Cn1nnc2ccccc21)Nc1ccccc1Br	5	-13	1	3	-1	11	1	0.5
COc1ccc(NC(=S)NCCN2CCC(C)CC2)cc1	1	7	4	-1	-3	11	-3	-0.5
O=C(CNc1cccc2ccccc12)N/N=C/C=C/c1ccco1	-26	15	-2	5	-1	15	38	-1.4
Nc1nc2nn(-c3ccccc3)nc2c(=O)[nH]1	-10	-9	-9	-45	-6	-22	13	3.7
O=C(Nc1ccc(CN2CCCCC2)cc1)c1ccc(Br)o1	12	-11	7	6	-1	-70	5	-1.4
CCCc1cc(=O)[nH]c(SCC(=O)N2CCN(S(=O)(=O)c3ccccc3)CC2)n1	-11	-1	3	5	-1	4	3	3.2
CCOC(=O)c1cnn(-c2ccccc2)c1-c1ccncc1	-9	4	-2	-3	-2	3	12	2.1
COc1c(C)cc(NC(=O)c2ccc3c(c2)NC(=O)CO3)cc1C	-11	-5	0	4	9	17	8	1.0
CC[C@@]1(C(=O)OC)N[C@H](CN(C)C(=O)Nc2ccccc2)[C@@H]2C(=O)N(C)C(=O)[C@@H]21	2	6	-2	0	0	-7	0	-1.5
CC(C)CC(NC(=O)C1CCC(C)CC1)C(=O)NCCN1CCOCC1 (configuration not stated)	10	16	-6	18	-2	0	16	2.3
COc1cc(O)c(C(CCN2CCCC(C)C2)c2ccc(N(C)C)cc2)c(OC)c1 (configuration not stated)	8	19	-2	11	3	27	11	-0.7
Cc1ccccc1N1CCN(C2CCCN(C(=O)c3snnc3C)C2)CC1 (configuration not stated)	12	27	-1	13	-1	5	10	-0.3
Cc1ccccc1OCC(=O)N1CCC2(CC1)CC(=O)c1ccccc1O2	2	6	2	0	-2	11	19	-0.6
CC(C)c1nc(SCC(=O)c2c[nH]c3ccccc23)n[nH]1	-9	0	0	7	-1	-1	-8	0.6
COc1ccc(NS(=O)(=O)c2ccc(NC(=S)NC(=O)/C=C/c3ccc(C)cc3)cc2)nn1	11	-1	0	-48	-2	-4	-22	0.5
Cc1ccnc(Nc2nc(-c3ccc(Cl)cc3)cs2)c1	-18	-83	2	-144	2	-84	28	6.7
Cc1ccc(NC(=O)CSc2nnc(-c3ccncc3)n2C)cc1S(=O)(=O)N1CCOCC1	2	7	-1	6	0	-12	15	-0.9
CCOC(=O)CNCCC(=O)c1ccc(Br)cc1	2	-26	-1	-2	4	23	25	3.5
c1ccc(C2c3c(ccc4ccccc34)Oc3ncn4nc(-c5ccco5)nc4c32)cc1 (configuration not stated)	3	26	0	-3	-2	26	7	2.4
CCCn1c(SC2C(=O)CC(C)(C)CC2=O)nc2c1c(=O)n(C)c(=O)n2C	14	-31	0	7	-5	6	8	0.5
C=C(C)C1CC=C(C)/C(=N\NC(=S)Nc2ccc(C)cc2)C1 (configuration not stated)	11	-12	3	-25	-3	1	35	2.0

Brought forward from above: 2 compounds; new compounds follow.
SMILES	APJ antag	Mdm2 MdmX PPI	UPR XBP1 act	697 NFkB inh	APJ agonist	Jurkat NFkB inh	tim23-1 inh	CHOP UPR activ
CCCn1c(SC2C(=O)CC(C)(C)CC2=O)nc2c1c(=O)n(C)c(=O)n2C	14	-31	0	7	-5	6	8	0.5
C=C(C)C1CC=C(C)/C(=N\NC(=S)Nc2ccc(C)cc2)C1 (configuration not stated)	11	-12	3	-25	-3	1	35	2.0
Cc1ccc(-c2ccc(SCC(=O)Nc3cc(C)on3)nn2)cc1	-3	12	-1	3	-1	-18	15	-0.1
C=CCSc1nnc2nc3c(nn12)c1cc(C)ccc1n3CC=C	3	1	6	-17	-3	-10	-2	-1.0
C[C@@H]1CN([C@H](C)CO)C(=O)Cc2cc(NS(=O)(=O)c3ccc(F)cc3)ccc2O[C@H]1CN(C)Cc1ccc(C(=O)O)cc1	8	10	-3	18	-3	8	-6	0.8
Cc1oc(C(C)(C)C)cc1C(N)=O	12	-9	-5	-2	1	8	8	0.8
Cc1cc(C)n2c(SCC(=O)NC3CCCCC3)nnc2n1	6	-9	1	16	0	0	15	-2.8
O=C(CCSc1ccc(Cl)cc1)NCc1ccncc1	-14	33	0	4	-3	3	9	-2.0
Cc1cc(S(=O)(=O)N2CCOCC2)c(C)s1	4	-25	0	-3	9	0	3	2.4
C/C(O)=C(\N=Nc1cc(C)ccc1O)C(N)=O	4	-35	2	-1	-5	-6	17	0.6
Cc1ccc(C)c(OCC(=O)Nc2cc(NC(=O)COc3cc(C)ccc3C)cc(C(=O)O)c2)c1	10	8	0	-3	-2	-9	2	-0.1
CC(C)C(NS(=O)(=O)c1cccc(C(F)(F)F)c1)C(=O)N1CCc2ccccc2C1 (configuration not stated)	14	6	-6	-4	-3	-1	34	0.8
CCC(C)NC(=O)CN(C)S(=O)(=O)c1ccc2c(c1)c(=O)n(C)c(=O)n2C (configuration not stated)	-19	-12	1	-4	-2	4	9	0.7
O=c1[nH]nc(Cc2ccccn2)c2ccccc12	17	10	0	10	-5	1	7	-2.5
CCOC(=O)c1c(C)[nH]c(C(=O)COC(=O)CCS(=O)(=O)c2ccc(C)cc2)c1C	12	24	0	4	4	1	4	-1.7
CCC1CCCCN1CCCNC(=O)c1ccc2c(c1)N(Cc1c(F)cccc1Cl)C(=O)CS2 (configuration not stated)	24	49	-3	-29	-4	-18	-12	1.5
O=S(=O)(NCCOc1ccccc1Cl)c1ccc2oc3ccccc3c2c1	-3	-5	-1	23	4	8	32	-0.8

Source: PubChem (Sanford-Burnham Center for Chemical Genomics)
